Bioassay records as filed in PubChem BioAssay.
GLD-1 TGE inh = GLD-1-TGE RNA interaction inhibition (C. elegans); purified GLD-1 + fluorescein TGE RNA, fluorescence polarization; 320,000 tested, 0.44% active; Q17339; inhibition, % at 5.96 µM;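 active = percent inhibition above a per-plate cutoff, the plate mean of test compounds plus 3 SD, cut at about 30% in these data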;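 also: 0% = DMSO wells with GLD-1 and probe and 100% = wells lacking GLD-1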
Target sequence (Q17339 whole entry, looked up): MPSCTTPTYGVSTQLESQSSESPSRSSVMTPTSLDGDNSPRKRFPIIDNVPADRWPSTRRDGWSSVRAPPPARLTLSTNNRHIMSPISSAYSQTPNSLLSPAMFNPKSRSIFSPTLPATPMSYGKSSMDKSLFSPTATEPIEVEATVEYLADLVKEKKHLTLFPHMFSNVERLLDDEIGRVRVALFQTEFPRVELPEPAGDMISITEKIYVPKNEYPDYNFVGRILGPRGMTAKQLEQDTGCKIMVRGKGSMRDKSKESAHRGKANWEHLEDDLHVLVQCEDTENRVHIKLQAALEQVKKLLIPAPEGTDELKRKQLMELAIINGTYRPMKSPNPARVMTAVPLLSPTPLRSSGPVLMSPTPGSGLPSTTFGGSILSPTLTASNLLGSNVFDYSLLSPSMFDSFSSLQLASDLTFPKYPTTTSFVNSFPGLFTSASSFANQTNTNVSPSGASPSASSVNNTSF
GRK2 aptamer HTS = inhibitors of human GRK2 displacing RNA aptamer; P25098; inhibition of aptamer binding, % at 10 µM; AID 488847; 330,000 tested, 0.59% active; bead flow cytometry, FAM-aptamer displacement from GRK2;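 active = inhibition of aptamer binding above 40%, roughly 3 SD of noise, on plates passing a quality check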;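 also: median bead fluorescence of bound FAM aptamer so fluorescent compounds give negative values; no value below 0 was filed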
Fam108B counter = blocks mouse Fam108B hydrolase in RBBP9 counter-screen. inhibition, % at 9.51 µM. 300,000 tested, 0.33% active. recombinant Fam108B, FP-Rh probe fluorescence polarization;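 active = inhibition above the screen mean inhibition plus 3 SD, computed separately per campaign, cut at about 18% in these data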;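 also: inhibitors lower polarization as less probe binds the enzyme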
MCL1 BIM primary = MCL1-BIM-BH3 interaction inhibition (human); Q07820; GST-MCL1 / FITC-Bim-BH3 fluorescence polarization; inhibition, % at 10.9 µM; 320,000 tested, 0.68% active; AID 2057;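 active = inhibition above the mean inhibition of all tested compounds plus 3 SD, set per campaign, cut at about 40% in these data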;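 also: 0% = DMSO wells and 100% = unlabeled Bim-BH3 peptide control; higher means more loss of mP so more displacement of Bim peptide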
MEX-5 binding = C. elegans MEX-5 TCR-2 RNA binding activity | Q9XUB2 | MEX-5/FITC-TCR2 RNA binding, fluorescence polarization; hits give low values | 300,000 tested, 0.38% active | activity score (negative = inhibition of binding), % at 10 µM | AID 1832;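 active = inhibition past about -25% in most replicates, and total fluorescence under double the plate's negative control median, limit read from the data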;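 also: 0% = DMSO and -100% = 5 µM competing unlabeled TCR2 RNA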
PME-1 inh = blocks human protein phosphatase methylesterase 1; recombinant PME-1, FP-Rh probe fluorescence polarization; Q9Y570; inhibition, % at 5.9 µM; 320,000 tested, 0.53% active;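 active = inhibition above the campaign mean of all compounds plus 3 SD, cut at about 26% in these data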;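 also: competitive labeling of PME-1 active site by serine hydrolase directed probe; 0% = PME-1 with DMSO and 100% = wells lacking PME-1 enzyme; inhibitors block probe labeling so polarization falls and inhibition rises; many of its hits are not listed in these tables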
Target sequence (Q9Y570 whole entry, looked up): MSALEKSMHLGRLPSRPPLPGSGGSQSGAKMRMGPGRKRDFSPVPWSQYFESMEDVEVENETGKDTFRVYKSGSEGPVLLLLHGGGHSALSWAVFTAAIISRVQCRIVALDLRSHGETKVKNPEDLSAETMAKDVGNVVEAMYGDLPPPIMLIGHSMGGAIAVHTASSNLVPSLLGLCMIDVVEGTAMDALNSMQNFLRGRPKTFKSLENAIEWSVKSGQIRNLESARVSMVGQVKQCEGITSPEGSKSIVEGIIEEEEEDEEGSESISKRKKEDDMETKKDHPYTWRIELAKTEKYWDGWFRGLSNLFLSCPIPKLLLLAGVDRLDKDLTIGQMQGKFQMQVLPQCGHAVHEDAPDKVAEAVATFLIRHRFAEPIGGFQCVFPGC
VLA-4 inh = inhibition in a human VLA-4 binding assay | P13612 | VLA-4 expressing cells, ligand binding flow cytometry | inhibition, % (about 7 µM as worked out from the volumes in the protocol) | 330,000 tested, 0.2% active | AID 2557; in the data active = inhibition above about 50%
Efflux pump mplx = blocks antifungal efflux pumps in multiplex yeast assay; S. cerevisiae Candida pump triplex, Nile Red efflux; inhibition, % at 10 µM; 330,000 tested, 0.44% active; AID 485275;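 active = plate passing quality check with inhibition over a set limit, or well fluorescence over plate mean plus 4 SD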;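 also: Nile Red retained in pooled yeast measured as flow cytometry median fluorescence; 0% = buffer negative control and 100% = Enniatin B positive control; higher means more Nile Red kept so more efflux inhibition; some compounds called inactive have numbers as strong as hits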
BCLXL inh = blocks human Bcl-xL binding to Bim BH3 peptide. 320,000 tested, 0.7% active. Q07817. GST-Bcl-xL / FITC-Bim BH3 peptide fluorescence polarization. inhibition, % at 10.9 µM;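 active = inhibition above the mean of all tested compounds plus 3 SD, cutoff set per campaign, cut at about 30% in these data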;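 also: 0% = DMSO wells and 100% = unlabeled Bim-BH3 peptide competitor; inhibitors lower millipolarization by displacing the labeled peptide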
Target sequence (Q07817 whole entry, looked up): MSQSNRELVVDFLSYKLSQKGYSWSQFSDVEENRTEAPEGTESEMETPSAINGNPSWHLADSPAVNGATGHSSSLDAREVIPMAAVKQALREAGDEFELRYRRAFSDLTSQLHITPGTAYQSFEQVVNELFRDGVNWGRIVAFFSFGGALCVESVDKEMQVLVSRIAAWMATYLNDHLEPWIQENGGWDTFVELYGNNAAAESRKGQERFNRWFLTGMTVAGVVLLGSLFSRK
* marks the source's active call; other numbers are inactive results; nt = not tested or not shown. The list is partial, so the mix of outcomes need not match the whole.

SMILES	GLD-1 TGE inh	GRK2 aptamer HTS	Fam108B counter	MCL1 BIM primary	MEX-5 binding	PME-1 inh	VLA-4 inh	Efflux pump mplx	BCLXL inh
COc1ccc(C(=O)c2c[nH]cc2-c2ccccc2)cc1	2.9	0.0	3.3	11.7	-2.0	-7.0	17.0	-0.4	14.0
O=C(OCC(=O)N1CCOCC1)c1ccc[nH]c1=O	1.7	1.0	-3.3	-14.6	2.0	-3.9	51.9*	0.1	-4.7
CCOC(=O)CSc1nc2sc(C)c(C)c2c(=O)[nH]1	2.3	0.0	-1.0	0.3	-0.5	2.9	3.0	-0.1	-0.2
O=C(NNc1nc(-c2ccccc2)c2cc(Br)ccc2n1)c1ccc(S(=O)(=O)N2CCOCC2)cc1	-2.6	0.0	1.1	1.3	3.3	-3.5	28.6	-0.3	9.2
CCN1C(=O)N(CC)c2cccc3cccc1c23	5.1	1.0	-1.7	8.0	2.0	11.9	11.0	0.0	7.0
Cc1ncc(CO)c(/C=N/NC(=O)c2cc(Br)ccc2O)c1O	0.1	2.0	5.0	19.7	-82.0*	-9.6	33.5	0.1	4.6
CCOc1ccc2nc(SCC(=O)Nc3cc(C)on3)c(C)cc2c1	1.4	3.0	1.4	-3.9	2.2	-1.8	-4.8	-0.1	-2.3
CCOC(=O)c1nnn(-c2nc(N3CCCC3)nc(N3CCCC3)n2)c1-c1ccccc1	4.4	1.0	-4.5	3.2	-0.9	8.7	-13.8	-0.1	3.0
CCCc1cc(=O)n2[nH]c(NCc3ccccc3F)nc2n1	-2.5	1.0	-3.2	1.8	-0.1	-8.4	-6.7	-0.1	4.7
Cc1cccc(OCCCC(=O)NNC(=O)c2ccc(F)cc2)c1	1.3	0.0	nt	8.1	nt	-8.5	-1.4	-0.2	4.4
Cc1ccc(/C=C/C(=O)c2ccccc(=O)c2O)cc1C	1.5	2.0	-0.7	-6.8	-0.4	11.1	15.1	-0.2	1.7
Cc1ccc(S(=O)(=O)Cc2nc3ccccc3c(=O)[nH]2)cc1	3.9	1.0	-1.7	2.5	-2.3	-6.9	7.8	-0.1	4.5
CCOC(=O)c1c(C)nc2sc3c(=O)n(-c4ccc(OC)cc4)cnc3c2c1-c1ccc(OC)cc1	1.7	0.0	-0.8	-2.6	-0.8	-2.0	6.6	0.0	-6.3
CCCN1C(=O)c2ccc(C(=O)NCc3ccco3)cc2C1=O	9.2	1.0	4.1	9.0	0.6	-0.2	5.5	0.6	10.3
Cc1cc(C)n(C2CC(=O)N(c3ccc(Cl)c(Cl)c3)C2=O)n1 (stereo not given)	-0.2	1.0	-1.6	-0.4	-0.4	1.9	-1.8	-0.1	1.0
COc1ccc(N2CC(C(=O)Nc3cc(C)ccn3)CC2=O)cc1 (stereo not given)	2.6	0.0	3.9	6.2	0.7	-2.8	-1.2	-0.1	-1.5
Cc1nc2ccc(Br)cc2c2c1CC(CO)O2 (stereo not given)	-4.5	1.0	-6.0	-4.2	-0.4	-5.1	2.0	-0.1	2.9
CN1/C(=C/C(=O)c2ccc(Cl)cc2)Sc2cc3c(cc21)OCO3	-20.6	0.0	-2.2	14.6	-3.9	6.5	-12.1	-0.2	10.0
CCOC(=O)c1cc(=O)n2nc(-c3ccccc3F)nc2s1	-0.9	0.0	-2.7	0.6	-0.4	3.4	14.4	0.1	4.5
Cc1nc2ccc(NC(=O)c3cc([N+](=O)[O-])cc([N+](=O)[O-])c3Cl)cc2s1	6.8	1.0	11.6	10.0	nt	7.0	19.7	-0.4	7.5
Cc1ccc(C2(C)NC(=O)N(CC(=O)NCCC3=CCCCC3)C2=O)cc1 (stereo not given)	0.5	0.0	-0.8	4.8	0.2	-4.1	0.4	-0.1	-0.9
CC(=O)Nc1cccc(-c2nnc(SCc3ccccc3C#N)n2C)c1	4.0	5.0	4.7	3.3	-0.6	-3.9	3.0	0.0	-1.5
CC(C)(C)c1ccc(C(=O)C2CCCN(C(=O)CN3CCCC3=O)C2)cc1 (stereo not given)	3.7	2.0	-1.7	-0.1	1.8	1.4	4.3	0.2	-0.4
CCC(Sc1ccccn1)C(=O)Nc1nnc(C)s1 (stereo not given)	-3.7	0.0	-0.5	4.8	-1.3	-0.6	3.2	0.0	1.8
O=C(COc1ccccc1C(=O)NCc1ccccc1)Nc1ccccc1	4.5	4.0	nt	-15.7	nt	-4.7	6.2	0.1	-8.4
CC(=O)NNc1ncnc2c1cnn2-c1ccccc1	-1.5	0.0	-2.8	-4.3	-1.1	-2.0	7.6	0.1	1.2
CC1CCN(C(=O)c2cc3ccccc3c(=O)o2)CC1	-1.8	0.0	-1.4	3.5	-0.4	4.0	0.4	-8.9	5.3
COc1cccc(/C(O)=C/C(=O)C(=O)Nc2ccc(S(=O)(=O)NC(C)=O)cc2)c1	2.1	1.0	-1.7	10.1	0.2	0.6	23.8	-0.1	9.5
Cc1ccc(NC(=O)CCN2C(=O)c3ccccc3C2=O)cc1C	5.2	1.0	1.2	-3.8	2.6	-2.1	9.3	-0.1	1.1
CCN(CC)C(=O)N1CCc2ccccc21	-5.4	0.0	2.7	4.0	-0.6	6.2	15.8	0.0	3.9
COc1cccc(CN(C)Cc2nc(Cc3ccccc3Cl)no2)c1	3.6	0.0	-0.6	1.5	-3.4	-2.4	6.7	0.0	6.0
COCCCNS(=O)(=O)c1cc2c3c(c1)C(C)C(=O)N3CCC2 (stereo not given)	0.9	0.0	0.3	-3.1	1.2	-9.4	15.3	-0.1	1.3
OC(COCC(F)(F)C(F)(F)C(F)(F)C(F)F)Cn1c2ccccc2c2ccccc21 (stereo not given)	13.7	0.0	-1.5	-4.5	-0.2	-13.5	17.7	0.0	-3.1
CCOc1ccc(-c2cc3cc(OC)c(OC)cc3c(C)n2)cc1	-0.4	5.0	0.9	-0.7	-0.8	1.0	0.6	-0.1	6.4
O=C(CSc1nnc(NCc2ccccc2)s1)NC1CCS(=O)(=O)C1 (stereo not given)	-0.8	2.0	-1.0	-6.5	-1.6	-4.8	0.8	0.6	1.4
C=C1C[C@@]23CCC4[C@@](C)(CCC[C@@]4(C)C(=O)OC)C2CC[C@]1(OC(C)=O)C3 (stereo not given in full)	-1.9	0.0	nt	1.9	nt	2.7	29.9	0.1	-0.2
COC(=O)Cn1c(Cc2ccccc2)nc2ccccc21	-3.8	3.0	-2.1	4.9	0.7	-0.3	-12.6	0.0	8.9
CCCCCC(O)(CCN1CCCCC1)c1ccccc1 (stereo not given)	-4.8	0.0	-1.5	3.1	1.8	-2.2	6.3	-0.1	3.8
CCN=C(N/N=C/c1ccc([N+](=O)[O-])cc1)SC	5.4	2.0	2.8	-14.7	-0.2	-2.5	2.4	0.1	-13.1
Cc1ncc(N=Nc2ccc(F)cc2)c(-c2ccc(Cl)cc2)n1	2.0	1.0	-3.7	4.1	1.6	0.6	19.3	0.0	5.3
O=C(COc1ccc2ccccc2c1)NNC(=O)c1ccc([N+](=O)[O-])cc1	-1.1	0.0	-9.4	-3.8	1.5	-16.9	-4.5	-0.1	5.4
CSc1nc(N(C)NC(=O)c2cccc(C)c2)c2ccccc2n1	2.5	0.0	-6.3	4.5	-2.9	2.1	8.2	-0.1	5.8
CCC1=C(OC(=O)N(CC)CC)N2C(=O)OC(=NCC3CC3)[C@]2(C)[C@H]2C1=CC[C@H]1C(=O)N(C)C(=O)[C@H]12	6.2	3.0	-2.3	-1.9	3.1	4.0	-0.6	0.1	-0.9
CCOC(=O)C1CCN(C(=O)COC(=O)CN(C)S(=O)(=O)c2ccc(NC(C)=O)cc2)CC1	5.7	0.0	-1.8	2.3	-2.2	4.6	-2.1	2.6	1.7
Cc1cccc(OCc2nn[nH]n2)c1C	12.5	0.0	0.1	7.5	2.1	-3.2	4.5	-0.2	6.2
O=C(O)C1C(c2ccccc2)C(C(=O)Oc2ccc(O)cc2)C1c1ccccc1 (stereo not given)	7.7	2.0	1.9	2.7	-1.4	-2.9	6.0	-0.1	5.3
CCOCCCNc1nc2nc3ccc(C)cn3c(=O)c2cc1C(=O)NCC1CCCO1 (stereo not given)	-1.1	2.0	2.1	2.0	-34.0*	4.7	8.8	-0.1	8.1
COc1ccc(C(=O)Nc2sc(C)c(C)c2CN2CCOCC2)cc1	-1.1	1.0	0.6	-5.2	0.6	-4.4	-12.1	-0.4	-0.5
CCN(Cc1nc2ccccc2c(=O)[nH]1)C(=O)c1cccc(S(=O)(=O)N2CCc3ccccc32)c1	-0.3	0.0	nt	0.0	nt	9.9	-9.5	0.1	-0.1
CCCCOc1ccc(/C=C/C(=O)Nc2ccc(C(N)=O)cc2)cc1	0.8	0.0	-30.6	4.0	1.3	-26.0	8.7	0.0	0.1
O=C(O)c1ccccc1C(=O)c1ccc(Oc2ccccc2)cc1	5.4	0.0	0.7	8.7	1.2	-3.1	12.6	0.0	3.0
Cc1nn(CC(=O)N2CCN(S(=O)(=O)c3ccccc3)CC2)c(C)c1[N+](=O)[O-]	-2.4	1.0	nt	-1.6	nt	6.2	-15.5	-0.4	5.7
COC(=O)c1ccc(S(=O)(=O)NC(C)(C)C)n1C	8.2	1.0	1.1	-4.0	-2.3	1.9	3.6	0.1	-0.6
CC(=O)Nc1nc(C2COc3ccccc3O2)cs1 (stereo not given)	-0.8	0.0	0.8	-1.6	1.1	-3.9	10.8	0.1	-3.9
COc1cc(C(=O)OCC(=O)N2CCCCCC2)c([N+](=O)[O-])cc1OC	4.1	0.0	nt	nt	nt	nt	-10.1	-0.2	nt
CCCC(=O)Nc1ccc(NC(=O)c2cccc(OC)c2)cn1	2.9	1.0	5.0	-2.3	3.1	-3.0	10.0	-0.1	4.4
c1ccc(C(c2ccccc2)N2CCN(c3ccc4ccccc4n3)CC2)cc1	5.0	0.0	-5.3	-0.4	-0.4	0.3	9.0	0.2	1.6
COC(=O)C1=C(C)N(CC(C)C)C(=O)/C1=C\c1cccs1	1.6	1.0	3.8	2.0	-1.8	9.7	2.1	-0.1	3.3
COc1ccc(NC(=O)c2sc3nc(C)cc(C)c3c2N)c(OC)c1	3.2	nt	1.2	3.2	-1.5	16.7	-0.3	0.0	1.9
CCNC(=S)NNC(=O)CCc1nc2cc(Cl)ccc2n(Cc2ccccc2)c1=O	9.1	0.0	-1.1	5.8	1.4	1.7	11.1	0.1	6.7

(next part)
SMILES	GLD-1 TGE inh	GRK2 aptamer HTS	Fam108B counter	MCL1 BIM primary	MEX-5 binding	PME-1 inh	VLA-4 inh	Efflux pump mplx	BCLXL inh
CCC(C)(C)n1nnnc1C(c1ccc2ncccc2c1)N1CCN(c2ccc(O)cc2)CC1 (stereo not given)	1.0	0.0	0.7	14.8	0.9	3.2	1.3	-0.2	19.1
Cc1ccc(Cn2c(NS(=O)(=O)c3ccccc3)nc3ccccc32)cc1	11.4	3.0	-2.4	2.4	-0.4	-1.6	-0.8	0.1	1.9
Cc1ccccc1[C@]1(C)ON(c2ccccc2C(F)(F)F)C1=O	-1.4	2.0	nt	1.1	nt	0.1	-6.6	-0.1	0.1
Cc1nonc1C(=O)N/N=C/c1ccc(O)c(O)c1	-8.8	0.0	-3.3	8.2	-5.3	-6.7	-15.7	0.1	1.8
S=c1[nH]cc(-c2ccccc2)n1-c1ccccc1Cl	0.1	0.0	-0.2	-2.4	-1.8	-1.1	-13.3	0.2	-12.6
O=C(CSc1nnc(CNC(=O)c2ccccc2)o1)Nc1ccc2c(c1)OCCO2	1.5	0.0	-0.4	0.3	-1.0	-6.4	-9.3	-0.1	1.7
